From PubChem
LMNA splice mod: LMNA splicing modulation; HeLa LMNA splicing GFP/RFP minigene ratio, 48 h; 0.01% of 200,000 active; Potency, µM (highest dose often 46.1 µM), for the others: at the top dose ratio change, negative = inhibition, hits mostly inhibitors; active = well fitted inhibition curve with a large enough effect in the signal ratio, with a control signal flat, not every such curve was filed as active; inconclusive = small, poorly fitted or top-dose-only effect, or effect the other way, or a change in a side signal; the % refers to the signal ratio; also: potency is read from the fitted curve at half-maximal effect; % is scaled to controls: 0 for no effect and ±100 for the full control effect
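S3 HeLa cells stably expressing lamin A-EGFP splicing minigene plus DsRed2, 600 cells/well, 48 h compound exposure at 37C. Laser-scanning cytometry; analysed as GFP (500-530 nm)/RFP (575-640 nm) total intensity ratio; 0.5% DMSO vehicle.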
Epigenetic reg: regulators of epigenetic silencing causing reporter derepression in mouse cells. Potency, µM (highest dose often 53.9 µM), for inactives: top-dose GFP activation, hits mostly activators. 0.2% of 280,000 active. AID 1865. murine LDR cells, GFP reporter derepression, 30 h; also: potency is read from the fitted curve at half-maximal effect; % of control where 0% means no effect; nearly all actives have a fitted effect of over 60% in size
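Derepression of a silenced CMV-GFP reporter in murine LDR cells is scored by enumerating GFP-positive cells with a laser-scanning microplate cytometer after 30 hours of treatment at 37 C.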
Luc counter: counter-screen: inhibitors of Kinase-Glo firefly luciferase. 0.28% of 200,000 active. AID 1379. Q27757. Kinase-Glo luciferase, ATP luminescence, 8 min. Potency, µM (series often up to 38.3 µM), inactives show at the top dose activity change, negative = inhibition, usual class: inhibitors; also: potency is read from the fitted curve at half-maximal effect; % is scaled to controls: 0 for no effect and ±100 for the full control effect; nearly all actives have a fitted effect of over 60% in size
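Kinase-Glo luciferase light output from ATP and luciferin was measured with 10 uM ATP, within the enzyme's linear range. Buffer: 50 mM imidazole pH 7.2, 50 mM KCl, 7 mM MgCl2, 0.01% Tween 20, 0.05% BSA; luminescence read after 8 min at ambient temperature.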
IMPase Li cell: IMPase inhibition in cells with lithium potentiation; CHO-M1 cells, IP1 TR-FRET (IP-One), carbachol + lithium; Potency, µM (series often up to 59.4 µM), inactives show at the top dose activity, negative = IMPase inhibition, actives largely listed as inhibitors; 0.35% of 210,000 active; AID 1457;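 also: IP1 builds up when IMPase is blocked and the TR-FRET signal falls; potency is read from the fitted curve at half-maximal effect; plate controls were basal vehicle for no effect and high inhibitor control for full effect; nearly all actives have a fitted effect of over 50% in size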
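Test compounds were applied to CHO-M1 cells previously cultured for 16–30 h at 2000 per well. A small lithium amount accompanied them; after 30 min at 37C, IP1 was quantified by TR-FRET.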
NPSR antagonist: blocks cAMP signaling of the human neuropeptide S receptor; Potency, µM (highest dose often 38.3 µM), for the others: top-dose activity change, negative = inhibition, hits mostly inhibitors; CHO-NPSR cells, cAMP TR-FRET, antagonist mode; Q6W5P4; 1% of 220,000 active; also: potency is read from the fitted curve at half-maximal effect; % is scaled to controls: 0 for no effect and ±100 for the full control effect; nearly all actives have a fitted effect of over 50% in size; many of its hits are not listed in these tables
Target sequence (Q6W5P4 whole entry, looked up): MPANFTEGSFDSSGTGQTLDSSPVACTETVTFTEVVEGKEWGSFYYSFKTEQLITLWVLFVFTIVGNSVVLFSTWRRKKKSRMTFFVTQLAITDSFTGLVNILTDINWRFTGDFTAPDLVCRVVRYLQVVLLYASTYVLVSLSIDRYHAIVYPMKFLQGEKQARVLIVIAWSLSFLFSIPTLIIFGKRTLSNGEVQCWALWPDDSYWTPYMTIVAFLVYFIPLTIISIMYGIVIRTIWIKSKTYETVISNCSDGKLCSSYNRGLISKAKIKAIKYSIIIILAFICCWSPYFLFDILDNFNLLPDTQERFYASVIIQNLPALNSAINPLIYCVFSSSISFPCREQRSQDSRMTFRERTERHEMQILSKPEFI
CBFb RUNX1 block: CBF-beta/RUNX1 interaction disruption | AlphaScreen CBFb-His/RUNX1-biotin binding, biochemical | 230,000 tested, under 10 active | Q01196+Q13951 | Potency, µM (doses to about 59.8 µM), inactives show at the highest dose activity, negative = inhibition, hits mostly inhibitors | AID 1477; also: % of control where 0% means no effect
Target sequence (Q01196 whole entry, looked up): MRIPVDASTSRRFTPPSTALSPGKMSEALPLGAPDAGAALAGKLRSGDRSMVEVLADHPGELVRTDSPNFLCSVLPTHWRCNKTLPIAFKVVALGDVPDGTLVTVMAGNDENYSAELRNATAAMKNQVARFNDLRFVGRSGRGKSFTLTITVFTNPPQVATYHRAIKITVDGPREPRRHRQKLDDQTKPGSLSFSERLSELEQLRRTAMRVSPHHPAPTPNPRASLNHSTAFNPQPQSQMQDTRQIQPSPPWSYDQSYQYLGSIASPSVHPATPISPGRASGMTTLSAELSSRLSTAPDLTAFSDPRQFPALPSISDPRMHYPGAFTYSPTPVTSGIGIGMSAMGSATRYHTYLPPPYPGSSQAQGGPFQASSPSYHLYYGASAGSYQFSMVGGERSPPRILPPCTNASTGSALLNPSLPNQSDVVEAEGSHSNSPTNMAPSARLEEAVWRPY
Target sequence (Q13951 whole entry, looked up): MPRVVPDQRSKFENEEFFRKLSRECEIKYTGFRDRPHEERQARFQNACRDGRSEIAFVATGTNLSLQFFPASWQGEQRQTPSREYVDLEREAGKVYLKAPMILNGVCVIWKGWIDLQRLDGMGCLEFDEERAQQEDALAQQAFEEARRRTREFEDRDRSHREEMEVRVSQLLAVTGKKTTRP
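His-tagged CBF-beta and biotinylated RUNX1 (30 nM each) were premixed 20 min at room temperature, exposed to compound for 15 min, then given nickel-chelate and streptavidin AlphaScreen beads (50 ng each). After 90 min, AlphaScreen signal was read.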
HttQ103 aggreg: inhibitors of mutant huntingtin aggregate formation in PC12 cells; AID 1688; PC12 HttQ103-GFP aggregates, Acumen cytometry, 40 h; Potency, µM (highest dose often 46.1 µM), inactives show top-dose activity change, negative = inhibition, hits mostly inhibitors; 1.1% of 220,000 active; also: potency is read from the fitted curve at half-maximal effect; % is scaled to controls: 0 for no effect and ±100 for the full control effect; nearly all actives have a fitted effect of over 60% in size
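Compounds (qHTS titration) were added to PC12 cells expressing an ecdysone-driven HTT exon 1 Q103–GFP fusion after induction with 100 nM tebufenozide. Aggregate formation was measured as GFP objects in cell lysates.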
* hit, by the source's call; ? = inconclusive; nt = not tested or not shown; [ ] = remark or other dose. Unless noted, calls follow the shape of the dose curve; as a rule, active = well fitted curve in the direction sought with a large enough effect; inconclusive = small, poorly fitted or top-dose-only effect, or another doubt; inactive = no such curve, though single readings can be large; an effect the other way counts as inactive or inconclusive.

SMILES	LMNA splice mod	Epigenetic reg	Luc counter	IMPase Li cell	NPSR antagonist	CBFb RUNX1 block	HttQ103 aggreg
COc1ccc2c(C)cc(SCC(=O)N(C)C3CCS(=O)(=O)C3)nc2c1 (configuration not stated)	-22%[46 µM]	10µM*	1%	-1%	-8%	-2%	14%
COC(=O)c1nc(C(=O)OC)c(C(=O)OC)nc1C(=O)OC	7%	0.9%	-3%	1%[38.3 µM]	?	1%	26%
Cc1ccc(C)c(NC(=S)NCCc2c[nH]c3ccccc23)c1	nt	12%	nt	nt	?	-17%	33%[9.22 µM]
Cc1ccccc1OCCn1c(=O)oc2ccccc21	6%	-1.1%	0%	32%[38.3 µM]	-20%[46.1 µM]	11%	-3%
Cc1noc(C)c1COC(=O)c1ccc(S(=O)(=O)N2CCCCC2)cc1	11%[46 µM]	-0.3%	4%	13%	-10%	22%	17%
O=C1ON=C(c2ccccc2)/C1=C/c1ccco1	nt	-1.5%	-2%	17%	?	?	8%
CCCc1cc(=O)[nH]c(SCC(=O)N2CCN(S(=O)(=O)c3ccc4ccccc4c3)CC2)n1	-9%	-3.2%	3%	-6%	20%	-4%	11%
CCOC(=O)COc1ccc(Br)cc1C1NC(=O)NC(C)=C1C(=O)NCc1ccccc1 (configuration not stated)	-8%	4.1%	1%	-9%[38.3 µM]	-7%[46.1 µM]	-3%	13%
CCN(CC)C(=O)c1c(Cl)nc(C)c([N+](=O)[O-])c1C	-2%	0.0%	3%	2%	8%	-1%	10%
O=C1OCc2cc(NC(=O)C3COc4ccccc4O3)ccc21 (configuration not stated)	-3%	-0.4%	0%	6%	-4%	2%[2.36 µM]	5%
CCOC(=O)CNC(=O)CNC(=O)c1nn(-c2ccc(OC)c(Cl)c2)c(=O)c2ccccc12	?	-1.8%	2%	-4%	-1%	2%	7%
O=C(c1ccc2c(c1)C(=O)N(Cc1ccco1)C2O)N1CCOCC1 (configuration not stated)	1%	-1.0%	17%	4%[38.3 µM]	-10%[46.1 µM]	-1%	0%
COc1ccc(OCC(=O)NCCc2ccc(S(N)(=O)=O)cc2)cc1	0%	1.4%	17%	23%[38.3 µM]	-4%[46.1 µM]	4%	-24%
Cc1cccc2nc(CSc3nc4[nH]ncc4c(=O)n3-c3cccc(Cl)c3)cc(=O)n12	?	-1.0%	1%	3%	3%	20%	-6%
COc1cc(/C=N/Nc2ccc3ccccc3c2)ccc1OC(=O)c1ccco1	?	0.0%	2%	4%	1%	-9%	?

Quoted from the listing.
NPSR antagonist, O=C1OCc2cc(NC(=O)C3COc4ccccc4O3)ccc21 (configuration not stated) → -4%
NPSR antagonist, Cc1ccccc1OCCn1c(=O)oc2ccccc21 → -20%[46.1 µM]
NPSR antagonist, COc1cc(/C=N/Nc2ccc3ccccc3c2)ccc1OC(=O)c1ccco1 → 1%
CBFb RUNX1 block, CCCc1cc(=O)[nH]c(SCC(=O)N2CCN(S(=O)(=O)c3ccc4ccccc4c3)CC2)n1 → -4%

(next part)
SMILES	LMNA splice mod	Epigenetic reg	Luc counter	IMPase Li cell	NPSR antagonist	CBFb RUNX1 block	HttQ103 aggreg
COc1cc(-c2nnc(SCC(=O)OC3CCCCC3)o2)cc(OC)c1OC	-2%	0.0%	-2%	14%[38.3 µM]	-22%[46.1 µM]	12%	-17%
CCCCN(C(=O)Cn1nnc2ccccc21)C(C(=O)NCCOC)c1ccccc1 (configuration not stated)	15%	-1.0%	2%	4%	-3%	-12%	-5%
O=C(CSc1ncnc2nc[nH]c12)N1CCN(c2ccc(Cl)cc2)CC1	?	-1.9%	-8%	-5%[38.3 µM]	2%[46.1 µM]	-4%	?
O=C(N/N=C\c1ccc(-c2ccccc2[N+](=O)[O-])o1)C1COc2ccccc2O1 (configuration not stated)	?	3.4%	2%	8%	-11%[46.1 µM]	-22%	18%
CCOC(=O)c1c(C)n(C)c2ccc(OCC(O)CN(CC)CC)cc12 (configuration not stated)	-5%	7.3%	2%	9%[38.3 µM]	-3%[46.1 µM]	-3%	20%
COc1cc2c(CCNC(C)=O)c[nH]c2cc1O	-19%	-0.2%	-1%	24%	?	1%	nt
S=C1NCCc2ccccc2C1c1ccccc1 (configuration not stated)	?	1.0%	-1%	-7%	-16%[46.1 µM]	9%	-27%
CCSc1cc(N2CCCC2)nc(-c2ccc(C)cc2)n1	-3%	-0.1%	-1%	2%	0%	-12%	1%
COc1cccc(-n2ccnc2SCC(=O)Nc2cc(OC)ccc2OC)c1	?	-0.2%	-4%	1%[38.3 µM]	-18%[46.1 µM]	?	-8%
COC(=O)c1c(C)noc1-c1ccc(Cl)cc1	nt	1.1%	nt	nt	-1%	8%	-4%[9.22 µM]
Cc1ccc(/C=C/S(=O)(=O)NCC(=O)OCC(=O)N2CC(=O)Nc3ccccc32)cc1	nt	-0.3%	nt	nt	-16%	5%	4%[9.22 µM]
CCn1c(SCC(=O)N/N=C/c2cccs2)nc2ccccc21	-10%	0.0%	1%	4%	0%	-2%	9%
CCOC(=O)C1(CCOc2ccccc2)CCN(Cc2cnc(C)[nH]2)CC1	nt	1.5%	nt	nt	-11%	-3%	-12%
CCC(=O)c1c[nH]c(C(=O)NCCc2ccccn2)c1	1%	0.0%	4%	-6%	-3%[46.1 µM]	11%	2%
CCOc1ncccc1C(=O)NCc1ccc(OC)cc1	?	0.0%	2%	-6%	-4%[46.1 µM]	5%	-13%
CCOC(=O)c1ccc(NC(=O)C2C3CCC(C3)C2C(=O)O)cc1 (configuration not stated)	10%	-0.8%	1%	10%[38.3 µM]	-2%[46.1 µM]	8%	-21%
CCCCNC(=O)C1=C(N)C(C(=O)Nc2ccc(C)c(S(=O)(=O)N3CCCCC3)c2)SC1=Nc1ccc(C)cc1C (configuration not stated)	-11%	-4.3%	18%	24%[38.3 µM]	-6%[46.1 µM]	-3%	?
Cc1onc(-c2c(F)cccc2Cl)c1C(=O)NCCO	7%[46 µM]	1.1%	-3%	-4%	23%	-6%	7%
Cc1cc([N+](=O)[O-])nn1CC(=O)Nc1nc2ccccc2s1	-4%[9.22 µM]	-2.2%	1%	10%	-9%	3%	9%
CCn1cc(CNC(=O)CSc2nc(-c3ccc(OC)c(OC)c3)cc(C(F)(F)F)n2)c(C)n1	-2%	0.0%	1%	-1%	7%	2%	30%
Cc1cc(O)c(/C=N/Nc2ccc(F)cc2)c(=O)o1	?	-0.2%	-2%	31%[activator]	-7%	10%	9%
C=CCn1c(=O)c(C(=O)Nc2ccccc2S(N)(=O)=O)c(O)c2ccccc21	?	-1.1%	-1%	0%	28%	2%	0%[9.22 µM]
O=C(NNC(=O)C1C2CCC(C2)C1C(=O)O)c1ccc(Br)o1 (configuration not stated)	0%	-0.9%	0%	0%	5%	-5%	6%
Cc1ccc(NC(=O)Nc2cccs2)nc1	9%	-1.3%	-5%	17%[38.3 µM]	-5%[46.1 µM]	-8%	?
COc1ccc(C2=NO[C@@H]3[C@@H]4C[C@@H]([C@H]5C(=O)N(c6ccc7c(c6)OCO7)C(=O)[C@@H]45)[C@H]23)cc1OC	-11%	0.0%	4%	1%	2%[46.1 µM]	3%	3%
CC(=O)c1ccc(NC(=O)N2CCc3ccccc3C2)cc1	8%[46 µM]	-0.1%	0%	-1%	-11%	18%	-18%
O=C(O)CNC(=S)N(Cc1ccc(F)cc1)C1CCCCC1	nt	-0.2%	nt	0%	-2%	2%	-5%
COc1ccc(C2Nc3ccccc3C(=O)N2NS(=O)(=O)c2ccc(C)cc2)cc1 (configuration not stated)	nt	-2.8%	1%	3%	-44%	8%	-8%
CN1C(=O)Cc2cc(S(=O)(=O)N3CCOCC3)ccc21	6%	-0.7%	-6%	-16%[38.3 µM]	-1%[46.1 µM]	1%	5%
CC(=O)Nc1cc(C(=O)N2CCc3ccccc3C2)ccc1Sc1ccc(Cl)cc1	-19%	0.0%	4%	8%	-25%[46.1 µM]	-9%	-5%
O=C(c1ccc(Cl)c(Cl)c1)N1CCC(=O)N(C(COCc2cccc(C(F)(F)F)c2)Cc2ccccc2)CC1 (configuration not stated)	?	-1.1%	10%	6%	-50%	0%[2.36 µM]	-3%
COc1ccc(NC(=O)CCS(=O)(=O)c2cccc3nonc23)cc1	nt	-0.1%	2%	0%	4%	-3%	-1%
COC(=O)NNC(=O)COc1ccc(Cl)cc1	6%	-0.4%	1%	1%[38.3 µM]	8%[46.1 µM]	-4%	17%
COc1ccc(N2C(=O)C3C4C=CC(C4)C3C2=O)nn1 (configuration not stated)	-8%	7.9%	2%	10%[38.3 µM]	-7%[46.1 µM]	12%	-10%
CCCCCn1c(CNC(=O)CC)nc2ccccc21	-7%	0.9%	-2%	2%[38.3 µM]	-5%[46.1 µM]	11%	-19%
COc1cc2c(cc1OC)CN(S(C)(=O)=O)CC2	0%	-4.6%	-2%	-2%[38.3 µM]	4%[46.1 µM]	4%	9%
CCOC(=O)C1C(=O)NC(N2CCN(Cc3ccccc3)CC2)=NC1c1ccco1 (configuration not stated)	5%	0.7%	15%	-8%[38.3 µM]	-13%[46.1 µM]	3%	-14%
COc1ccc(-n2c(COc3cccc(C)c3)nnc2SCC(=O)NCc2ccco2)cc1	15%	-1.9%	0%	40%[activator][38.3 µM]	-15%[46.1 µM]	-22%	?
COCCCNC(=O)c1ccc(N2CCCC2)c(NS(=O)(=O)c2ccc(C)cc2)c1	4%	2.1%	-2%	-2%[38.3 µM]	-7%[46.1 µM]	2%	?
Cc1ccccc1Cn1ccc(=NCc2ccccc2)cc1	?	-0.1%	-6%	10%	6%	1%	18µM*
COc1cccc(CNCCNC(=O)c2ccco2)c1OC	1%	1.6%	3%	19%[38.3 µM]	-5%[46.1 µM]	-8%	1%[9.22 µM]
CN(C)CCn1c2ccccc2c2nc3ccc([N+](=O)[O-])cc3cc21	nt	?	nt	nt	-18%	-1%	?
CCc1nn(C)c(-c2n[nH]c(=S)n2N)c1Cl	5%	-0.6%	-4%	3%[38.3 µM]	-5%[46.1 µM]	-3%	5%
Cc1ccc(C(=O)Nc2ccc(C)c(S(=O)(=O)Nc3ccccc3Cl)c2)s1	?	0.1%	-4%	21%	-25%	8%	?

Just NPSR antagonist, LMNA splice mod and Epigenetic reg, for some of the entries so far:
compound,NPSR antagonist,LMNA splice mod,Epigenetic reg
Cc1ccccc1Cn1ccc(=NCc2ccccc2)cc1,6%,?,-0.1%
COc1cccc(CNCCNC(=O)c2ccco2)c1OC,-5%[46.1 µM],1%,1.6%

An excerpt; count on the stated rates, not on these rows.
